SRC2 inh – inhibition of GAL4-SRC2 driven luciferase reporter, primary screen, SRC2 inhibitor project, cell-based, luminescence; Nuclear receptor coactivator 2 (Homo sapiens), Q15596; HEK293 GAL4-SRC2 luciferase reporter; inhibition, % at 9 µM; actives 0.17% (n = 370,000); AID 651957, 2012;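 active = inhibition above the mean inhibition of all tested compounds plus 3 SD, set per campaign, cut at about 52% in these data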;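 note: 0% = DMSO treated cells and 100% = cells given Gossypol at 36 µM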
Target sequence (Q15596 whole entry, looked up, the tested form may be a part): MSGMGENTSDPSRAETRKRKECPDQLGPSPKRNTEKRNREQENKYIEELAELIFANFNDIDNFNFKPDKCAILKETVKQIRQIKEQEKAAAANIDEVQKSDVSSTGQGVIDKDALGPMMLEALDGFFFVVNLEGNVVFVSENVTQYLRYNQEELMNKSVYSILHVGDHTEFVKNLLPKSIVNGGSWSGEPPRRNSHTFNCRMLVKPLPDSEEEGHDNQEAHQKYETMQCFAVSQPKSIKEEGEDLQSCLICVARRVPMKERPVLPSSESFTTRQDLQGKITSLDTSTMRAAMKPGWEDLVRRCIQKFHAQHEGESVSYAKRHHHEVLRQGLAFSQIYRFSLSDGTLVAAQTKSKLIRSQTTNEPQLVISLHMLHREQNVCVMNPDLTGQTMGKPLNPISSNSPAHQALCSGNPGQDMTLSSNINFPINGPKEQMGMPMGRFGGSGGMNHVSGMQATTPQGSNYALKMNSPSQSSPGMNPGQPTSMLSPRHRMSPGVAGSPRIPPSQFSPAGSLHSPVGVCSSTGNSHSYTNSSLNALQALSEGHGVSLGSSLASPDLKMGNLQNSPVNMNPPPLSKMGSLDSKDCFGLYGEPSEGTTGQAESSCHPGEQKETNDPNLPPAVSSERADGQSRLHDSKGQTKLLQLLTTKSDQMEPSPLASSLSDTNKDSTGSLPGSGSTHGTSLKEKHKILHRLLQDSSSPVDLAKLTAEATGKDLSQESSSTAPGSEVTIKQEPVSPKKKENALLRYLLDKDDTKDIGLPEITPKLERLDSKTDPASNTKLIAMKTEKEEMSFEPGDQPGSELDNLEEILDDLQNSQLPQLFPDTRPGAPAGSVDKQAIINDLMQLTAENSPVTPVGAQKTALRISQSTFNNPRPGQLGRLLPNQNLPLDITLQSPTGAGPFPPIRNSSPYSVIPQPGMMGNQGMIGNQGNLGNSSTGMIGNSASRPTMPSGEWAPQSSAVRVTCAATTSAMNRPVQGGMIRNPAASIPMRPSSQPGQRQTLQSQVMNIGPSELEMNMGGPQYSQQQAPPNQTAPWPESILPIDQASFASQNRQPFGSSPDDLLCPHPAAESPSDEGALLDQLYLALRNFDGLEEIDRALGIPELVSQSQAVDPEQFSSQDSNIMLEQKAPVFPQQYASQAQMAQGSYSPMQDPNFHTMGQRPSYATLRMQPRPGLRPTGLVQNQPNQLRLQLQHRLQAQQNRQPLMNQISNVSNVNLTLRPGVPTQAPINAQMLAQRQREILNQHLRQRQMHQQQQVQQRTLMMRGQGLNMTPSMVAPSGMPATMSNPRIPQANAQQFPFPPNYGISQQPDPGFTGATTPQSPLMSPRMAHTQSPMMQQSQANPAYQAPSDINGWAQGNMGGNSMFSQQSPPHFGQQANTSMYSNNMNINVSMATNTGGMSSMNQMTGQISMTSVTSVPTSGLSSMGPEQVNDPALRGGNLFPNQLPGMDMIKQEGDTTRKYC
Active calls of the source: *. The list is partial; the hit share may differ from the screen's.

SMILES	SRC2 inh
Cc1ccc2c(c1)-c1c(cnn1CC(=O)NCCc1ccc(Cl)cc1)CO2	-3
Cc1ccc(-n2c(SCC(=O)Nc3ccc4cn[nH]c4c3)nnc2-c2ccccc2)cc1	10
C[C@@H]1CCCCO[C@@H](CN(C)C(=O)Nc2ccccc2)[C@@H](C)CN([C@H](C)CO)C(=O)c2cc(NC(=O)NC3CCCCC3)ccc2O1	14
OCCc1ccccc1	-8
COC[C@@H]1CCCN1c1ccc2c(c1)O[C@H]1CCN(C1)S2(=O)=O	-10
CCN1CCCCC(NC(=O)c2ccccc2OC)C1=O (centres undefined)	-7
NC(=O)CC[C@@H]1NC(=O)[C@H](CO)NC(=O)c2cc([N+](=O)[O-])cc(I)c2NCCC[C@@H](C(N)=O)NC(=O)[C@H](Cc2ccc(O)cc2)NC1=O	4
CC1(C)Oc2ccc(C(=O)NCCCN3CCCC3)cc2NC1=O	-6
CC(=O)O[C@@H]1C=C[C@@H](C#Cc2ccc(C(C)(C)C)cc2)O[C@@H]1COC(=O)NCc1ccccc1	25
CCOC(=O)[C@@]12CCC3=C1N(CCC3)C(=O)[C@H](CC(=O)N1CCOCC1)C2	-2
Cc1cccc(CN2[C@@H](C)[C@H](c3ccccc3)Oc3cc(Br)ccc3S2(=O)=O)c1	2
N#CCC[C@H]1CC[C@]2(CCCN(S(=O)(=O)c3ccccc3)C2)O1	-11
Cc1ccc(N(C(=O)CCl)C(C(=O)NC2CCCCC2)c2cccnc2)cc1C (centres undefined)	63*
CCOC(=O)N1CCN(C(=O)C[C@H]2C[C@@]3(C(=O)OC)C(=C[C@H](C(C)C)O[C@@H]3C3CC3)N(Cc3ccc4c(c3)OCO4)C2=O)CC1	6
O=C(C1CCN(c2cncnc2)CC1)N1CCOCC1	-20

Next part, overlapping the part above by two compounds.
SMILES	SRC2 inh
CCOC(=O)N1CCN(C(=O)C[C@H]2C[C@@]3(C(=O)OC)C(=C[C@H](C(C)C)O[C@@H]3C3CC3)N(Cc3ccc4c(c3)OCO4)C2=O)CC1	6
O=C(C1CCN(c2cncnc2)CC1)N1CCOCC1	-20
N#CCC[C@@H]1CC[C@]2(CCCN(C(=O)c3ccc4ccccc4n3)C2)O1	-34
CN1C(=O)C(c2cn(C)c3ccccc23)(c2cn(C)c3ccccc23)c2ccccc21	4
Cc1cc2c(nc1C)CCCN2S(=O)(=O)c1ccccc1	-36
CS(=O)(=O)Nc1ccccc1C(=O)N1CCN(c2ccccc2)CC1	6
N#Cc1cccc(NC(=O)OC2CC3CC2[C@H]2CCCCN2[C@H]3Cc2ccccc2)c1 (some centres undefined)	19
CCOc1ccc(/C=N/n2c(-c3n[nH]c4c3CCC4)n[nH]c2=S)cc1	2
FC(F)(F)c1ccc(CN2C[C@@H]3C(c4ccc(Cl)nc4)C4(c5cccnc5)CC3(C4)[C@H]2c2ccccc2)cc1 (some centres undefined)	-3
COc1ccc(OC)c(Nc2cc(-c3ccccc3)nc(N)n2)c1	24
Cc1cc(C(=O)CCl)c(C)n1-c1cccc(S(=O)(=O)N2CCOCC2)c1	31
C=CCOC(=O)N1CCC(NS(=O)(=O)c2ccc3c(c2)CCN3C(C)=O)CC1	24
CC(C)[C@H](NS(=O)(=O)c1ccc(F)cc1F)C(=O)N1CCC[C@H]1C(=O)NCCc1ccccc1Cl	4
Cc1ccc(NC(=O)OC2CCC23CCCCC3)cc1 (centres undefined)	-61
O=C(CSc1nnc(-c2ccccc2)n1-c1ccccc1)Nc1ccc(Oc2ccccc2)cc1	-12
Cc1ccc(C)c(NC(=O)CCS(=O)(=O)c2ccccc2)c1	13
CN1C(=O)C[C@@](C#N)(C(=O)N2CCOCC2)[C@H]1c1ccccc1	8
C[C@@H]1CN([C@@H](C)CO)C(=O)CCCn2cc(nn2)CO[C@H]1CN(C)C(=O)NC1CCCCC1	-22
CCOc1cccc(-c2nnc3n2N=C(c2ccc(OC)cc2)CS3)c1	-16
COCCNC(=S)N(C)[C@H]1C[C@H]2c3[nH]c4cccc(-c5ccccc5)c4c3CCN2C(=O)[C@H]1[C@H](C)O	14
CCOc1ccc(-n2c(SCC(=O)Nc3ccc(S(=O)(=O)Nc4cc(C)nc(C)n4)cc3)nnc2-c2ccncc2)cc1	0
C[C@H](O)[C@@H]1C(=O)N2CCc3c([nH]c4c(-c5ccccc5)cccc34)[C@@H]2C[C@@H]1N(C)C(=O)c1ccccc1F	0
CCc1nnc(NC(=O)c2ccc3c(c2)C(=O)N(CC(C)C)C3=O)s1	-17
COc1ccc(C2CC(=O)C(c3ccc(C(C)=O)cc3)=CN2Cc2ccccc2)cc1 (centres undefined)	-5
Cc1ccc(/C=C/C(=O)NCc2ccco2)o1	7
Cc1cccc(-c2cccc3[nH]c4c(c23)CCN2C(=O)[C@H]3[C@H](C)ON(C)[C@H]3C[C@@H]42)c1	0
Cc1cc(N2CCN(C(=O)OC(C)(C)C)C[C@H]2C)ccc1Br	7
O=C(/C=C(\Nc1ccc(Cl)c(C(F)(F)F)c1)c1ccccc1)c1ccccc1	9
Cc1ccccc1NC(=O)N(C)[C@H]1C[C@H]2c3[nH]c4c(-c5ccccc5)cccc4c3CCN2C(=O)[C@H]1[C@H](C)O	-9
Cc1ccc(C)c(CN2CCC(CNC(=O)C3CCCN(c4ncnc5c4nc4n5CCCCC4)C3)CC2)c1 (centres undefined)	1
CCOC(=O)C1=C(COc2ccccc2)NC(=O)NC1c1ccc2ccccc2c1 (centres undefined)	7
Cc1ccc(CN2CCC=CS2(=O)=O)cc1	-7
COC(=O)c1cc(-c2cccc(C#N)c2)c(=O)n2c1CCC2	21
CCCC[C@H]1C2CC(OC(=O)NCc3ccccc3)C(C2)[C@H]2CCCCN21 (some centres undefined)	-8
CCOC(=O)N[C@H](C(=O)N1CCC[C@H]1C(=O)NCc1ccccc1)C(C)C	-1
O=C(CSc1nnc(-c2cccnc2)n1Cc1ccco1)Nc1ccc(Cl)cc1	15
CC(C)CN1C(=O)[C@]2(CC(=O)N(C)C2c2ccccc2)c2cc(-n3cc(-c4ccccc4)nn3)ccc21 (some centres undefined)	15
CCOc1ccc(NC(=O)CSc2nnc(-c3n[nH]c4c3CCC4)n2N)cc1	-20
Cc1ccc(NC(=O)Cc2ccc(F)cc2)c(S(=O)(=O)N2CCOCC2)c1	-26
COC(=O)c1ccc2nc(-c3ccco3)c(Cc3ccsc3)n2c1	4
Oc1c(C=Nc2cccc3cccnc23)sc2ccccc12	17
C=CCn1c(O)c(N=Nc2ccccc2C)c2ccccc21	-22
CCN(CC)C(=O)CC[C@H]1CC[C@]2(CCCN(C(=O)c3cccnc3)C2)O1	-11
COC(=O)c1c(-c2ccc(OC)cc2)c2c(c3c4cc(OC)ccc4n(C(=O)c4ccccc4)c13)C(=O)N(C)C2	12
CC(NCc1ccco1)C(=O)N1CCN(Cc2ccccc2F)CC1 (centres undefined)	0
Cn1c(=O)oc2cc(S(=O)(=O)N3CCN(CCO)CC3)ccc21	-18
Nc1[nH]c(C(=O)c2ccc(Br)cc2)c(-c2ccc3ccccc3c2)c1C(=O)NCCc1c[nH]c2ccccc12	8
Clc1ccc(-n2c(SCc3cccc4ccccc34)nnc2-c2ccco2)cc1	-6
COc1ccc2c(c1)CNC2CS(=O)(=O)NCCc1ccccc1 (centres undefined)	0
O=C(OC12CCCN(C1)/C(=C/c1ccncc1)C2)C1CCCCC1 (centres undefined)	19
CC(=O)Nc1nc2ncccn2c1-c1ccc(C(F)(F)F)cc1	-11
COC(=O)[C@]12C[C@H](CC(=O)N3CCN(C(=O)C4CC4)CC3)C(=O)N(Cc3ccccc3)C1=C[C@H](C(C)C)O[C@@H]2C1CC1	4
COC(=O)C1=C(C)N(Cc2ccc(Cl)cc2)C(=S)NC1c1cccc(F)c1 (centres undefined)	16
O=S1(=O)c2ccc(N3CCSCC3)cc2Oc2ccccc2CN1Cc1cn(Cc2ccc(C(F)(F)F)cc2)nn1	21
C=C1[C@@H](CCO)N(S(=O)C(C)(C)C)C[C@@H]1C (some centres undefined)	-1
C=CCN1[C@@H](CC(C)C)COc2cccc(NCCCN3CCOCC3)c2S1(=O)=O	18
O=C(N[C@H](Cc1ccccc1)C(=O)N1CCN(c2ncccn2)CC1)[C@H]1O[C@@H](n2ccc(=O)[nH]c2=O)[C@H](O)[C@@H]1O	-4
Cc1ccc2c(C)nc(Nc3ncc4c(n3)CCCC4=O)nc2c1	13
CCOC(=O)[C@]12CCCCC/C=C\1N(Cc1ccc(OC)cc1)C(=O)[C@H]2CC(=O)N1CCCC1	6
CC(=O)c1cccc(NC(=O)Nc2cnn(Cc3ccc(F)cc3)c2)c1	4
Cc1ccc([C@H]2C[C@]34CNS(=O)(=O)[C@H]3C[C@H]2O4)cc1	-26
O=S1(=O)N[C@H](Cc2ccccc2)COc2cc(F)ccc21	12
Other structures follow.
SMILES	SRC2 inh
O=C(OCc1nc2ccccc2s1)c1cc2ccccc2oc1=O	-9
Cn1c(SCC2CCCCC2)nnc1-c1ccco1	-36
Cc1ccc(-c2cc(-c3nnc(SCC(=O)N4c5ccccc5Sc5ccccc54)n3N)[nH]n2)cc1	-17
O=C(NCC1COc2ccccc2O1)c1ccc(NC(=O)C(Cl)Cl)cc1 (centres undefined)	-36
N#CCC[C@@H]1CC[C@]2(CCCN(C(=O)C3CCCC3)C2)O1	0
COCCN1C(=O)[C@H]2C[C@@]13O[C@H](C1CCCCC1)N=C3CC1c3ccccc3C[C@@]12C (some centres undefined)	-19
Nc1c(C(=O)OCC2CCCO2)c2nc3ccccc3nc2n1-c1ccc2c(c1)OCCO2 (centres undefined)	-15
CCOC(=O)/C=C/c1ccccc1O	-1
COC(=O)c1cccc(C23CC4(C2)[C@H](CN(Cc2ccc(C(F)(F)F)cc2)[C@@H]4c2ccccc2)C3c2ccc(C(F)(F)F)cc2)c1 (some centres undefined)	-24
CC(C)CC1NC(=O)c2ccccc2-n2c1nc1ccc(F)cc1c2=O (centres undefined)	0
Cc1ccc(/C=C2\SC(N3CCCC3)=NC2=O)cc1	-27
COC(=O)C1=C(C)N(Cc2ccccc2C(F)(F)F)C(=NCc2ccc(C(F)(F)F)cc2)NC1c1ccccc1 (centres undefined)	8
COC(=O)c1cc(-c2ccc(Cl)s2)c(=O)n2c1CCC2	-5
O=C(c1cc(Cl)cc(Cl)c1)N1CCC(Oc2cccnc2)CC1	-4
CC(C)N1CCCCC(NC(=O)c2ccccc2)C1=O (centres undefined)	10

Five entries out of the list above, arranged by their value in SRC2 inh, highest first:
SMILES	SRC2 inh
Cc1ccc(N(C(=O)CCl)C(C(=O)NC2CCCCC2)c2cccnc2)cc1C (centres undefined)	63*
O=C(OC12CCCN(C1)/C(=C/c1ccncc1)C2)C1CCCCC1 (centres undefined)	19
Cc1cc(N2CCN(C(=O)OC(C)(C)C)C[C@H]2C)ccc1Br	7
CC(NCc1ccco1)C(=O)N1CCN(Cc2ccccc2F)CC1 (centres undefined)	0
N#CCC[C@H]1CC[C@]2(CCCN(S(=O)(=O)c3ccccc3)C2)O1	-11

(more compounds)
SMILES	SRC2 inh
O=C(NCc1ccccc1)Nc1ccccc1C(=O)N1CCCC1	11
COC(=O)[C@]12C[C@H](CC(=O)NCc3cccs3)C(=O)N(Cc3ccc4c(c3)OCO4)C1=C[C@H](C(C)(C)C)O[C@@H]2C	-1
Nc1ccn([C@@H]2O[C@H](C(=O)N[C@H]3CCCCNC3=O)[C@@H](O)[C@H]2O)c(=O)n1	0
COCCCN1C(=O)[C@H](CC(=O)N2CCCC2)[C@]2(C(=O)OC)CCCCC=C12	2
O=C(c1ccncc1F)N1CCC(n2nnc3ncccc32)CC1	10
O=C(CNS(=O)(=O)c1ccccc1)N1CCN(c2ncccn2)CC1	-11
COCCCNC(=O)C[C@H]1C[C@@]2(C(=O)OC)C(=C[C@H](C3CCCC3)O[C@@H]2C)N(Cc2ccccc2)C1=O	8
O=C(N[C@H](C(=O)N1CCC[C@H]1C(=O)NCc1ccccc1)c1ccccc1)C1CCCC1	-9
COC(=O)[C@]12CCCCC=C1N(Cc1ccc(OC)cc1)C(=O)[C@@H]2CC(=O)NCc1ccc(C)o1	7
COc1cccc(C(=O)N[C@H](C(=O)N2CCC[C@H]2C(=O)NCc2ccccc2)c2ccccc2)c1	-7
CC1(c2nnnn2-c2ccc3ccccc3c2)CSCC(=O)N1C1CC1 (centres undefined)	4
OC(c1ccccc1)(c1ccccc1)C1CCN(CCCOc2cccnc2)CC1	-10
CC(C)(C)OC(=O)NCCCc1ccc2c(c1)[C@]1(CCC[C@@H](OCc3ccccc3)[C@@H]1NC(=O)CCc1ccccc1)C(=O)N2Cc1ccccc1	21
CCCc1ccc2c(C)cccc2n1	-4
Cc1ccc2nc3n(c(=O)c2c1)-c1ccc(Cl)cc1C(=O)NC3CC(C)C (centres undefined)	1
COC(=O)c1cc(-c2ccc(C)c3ccccc23)c(=O)n2c1CCC2	1
Cc1cc(Cl)ccc1OCc1nc(-c2ccncc2)no1	-49

Another view of part of the listing above:
CC1(c2nnnn2-c2ccc3ccccc3c2)CSCC(=O)N1C1CC1 (centres undefined)
  SRC2 inh: 4
CC(C)(C)OC(=O)NCCCc1ccc2c(c1)[C@]1(CCC[C@@H](OCc3ccccc3)[C@@H]1NC(=O)CCc1ccccc1)C(=O)N2Cc1ccccc1
  SRC2 inh: 21
O=C(CNS(=O)(=O)c1ccccc1)N1CCN(c2ncccn2)CC1
  SRC2 inh: -11
CCCc1ccc2c(C)cccc2n1
  SRC2 inh: -4

Filtered by structure, those above with bromine.
SMILES	SRC2 inh
Cc1cccc(CN2[C@@H](C)[C@H](c3ccccc3)Oc3cc(Br)ccc3S2(=O)=O)c1	2
Cc1cc(N2CCN(C(=O)OC(C)(C)C)C[C@H]2C)ccc1Br	7
Nc1[nH]c(C(=O)c2ccc(Br)cc2)c(-c2ccc3ccccc3c2)c1C(=O)NCCc1c[nH]c2ccccc12	8

Screening data: PubChem BioAssay, The Scripps Research Institute Molecular Screening Center
